CCR6 antagonist: blocks CCL20-driven beta-arrestin recruitment at human CCR6; inhibition, % at 20 µM; AID 493098; CHO-K1 CCR6 PathHunter beta-arrestin, luminescence, CCL20-stimulated; P51684; hit rate 0.49% among 340,000;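 active = compounds whose inhibition of the agonist-driven luminescence signal at 20 µM reaches about 50%, limit read from the data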;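 note: cells stimulated with CCL20 at 14 nM final; plate controls were DMSO with CCL20 for no effect and DMSO without agonist for full effect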
Target sequence (P51684 whole entry, looked up): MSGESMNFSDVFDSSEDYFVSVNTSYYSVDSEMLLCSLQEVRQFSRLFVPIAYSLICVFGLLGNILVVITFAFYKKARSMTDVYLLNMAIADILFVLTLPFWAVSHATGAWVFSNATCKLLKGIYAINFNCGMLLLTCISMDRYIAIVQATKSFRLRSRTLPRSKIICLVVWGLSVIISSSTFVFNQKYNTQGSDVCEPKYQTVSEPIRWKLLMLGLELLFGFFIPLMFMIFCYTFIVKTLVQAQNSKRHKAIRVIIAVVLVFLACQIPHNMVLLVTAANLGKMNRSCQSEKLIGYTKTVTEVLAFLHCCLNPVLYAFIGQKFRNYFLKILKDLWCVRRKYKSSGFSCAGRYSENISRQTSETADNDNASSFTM
CXCR6 block: blocks human CXCR6 beta-arrestin recruitment. CHO-K1 PathHunter CXCR6 beta-arrestin, luminescence. inhibition, % at 20 µM. hit rate 0.36% among 360,000. AID 602244; in the data active = inhibition above about 34%, passing the limit was not always enough;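 note: antagonist mode with CXCL16 agonist at 10 nM final; 0% = 10 nM CXCL16 with DMSO and 100% = unstimulated wells without agonist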
Jurkat NFkB inh: inhibitors of the PMA/ionomycin-induced NF-kB reporter in Jurkat cells; AID 435003; hit rate 0.53% among 330,000; PMA/ionomycin-induced NF-kB luciferase reporter, luminescence; inhibition, % at 4 µM; in the data active = inhibition above about 50%
Gli-Sufu antag: antagonists of Gli-Sufu signaling; Sufu-KO-LIGHT fibroblasts, Gli luciferase reporter luminescence; inhibition, % at 5 µM; hit rate 0.74% among 340,000;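 active = inhibition above about 55%, limit read from the data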;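 note: 0% = DMSO-treated cells and 100% = wells with medium but no cells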
697 NFkB inh: inhibitors of the PMA/ionomycin-induced NF-kB reporter in 697 B cells. AID 435022. inhibition, % at 4 µM. hit rate 0.33% among 330,000. 697 B-cell NF-kB luciferase reporter, 16 h; in the data active = inhibition above about 35%
EBI2 block: antagonists of human EBI2 receptor; P32249; EBI2 beta-arrestin recruitment, luminescence, 7a,25-OHC stimulated; inhibition, % at 5 µM; hit rate 0.81% among 360,000; AID 651636; in the data active = inhibition above about 38%;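 note: enzyme fragment complementation signal reports receptor beta-arrestin coupling in cells; 0% = agonist plus DMSO wells and 100% = wells without agonist; some results beyond the cut were filed as inactive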
APJ antagonist: antagonists of human APJ apelin receptor; CHO-K1 APJ beta-arrestin complementation, luminescence; inhibition, % at 20 µM; hit rate 0.32% among 330,000; AID 2521;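 active = inhibition above about 40% at 20 µM, limit read from the data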;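 note: cells challenged with 10 nM apelin-13 agonist together with compound; plate controls were apelin-13 plus DMSO wells for no effect and DMSO wells lacking apelin-13 for full effect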
Target sequence (P35414 whole entry, looked up): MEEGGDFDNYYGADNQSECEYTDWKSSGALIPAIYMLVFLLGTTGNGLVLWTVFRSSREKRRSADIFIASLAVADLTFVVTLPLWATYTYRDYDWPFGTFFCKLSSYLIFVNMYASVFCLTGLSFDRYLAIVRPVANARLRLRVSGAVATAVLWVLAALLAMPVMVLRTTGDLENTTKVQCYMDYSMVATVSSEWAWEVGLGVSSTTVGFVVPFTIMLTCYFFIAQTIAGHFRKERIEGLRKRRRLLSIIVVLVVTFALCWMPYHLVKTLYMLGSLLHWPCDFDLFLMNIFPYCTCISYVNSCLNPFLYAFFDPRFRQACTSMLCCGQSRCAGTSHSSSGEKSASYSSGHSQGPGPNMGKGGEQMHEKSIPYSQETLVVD
UBC13 polyUb: inhibitors of human UBC13 polyubiquitin chain formation; AID 485273; TR-FRET; hit rate 0.47% among 330,000; inhibition, % at 20 µM; in the data active = inhibition above about 45%, passing the limit was not always enough
Target sequence (P61088 whole entry, looked up): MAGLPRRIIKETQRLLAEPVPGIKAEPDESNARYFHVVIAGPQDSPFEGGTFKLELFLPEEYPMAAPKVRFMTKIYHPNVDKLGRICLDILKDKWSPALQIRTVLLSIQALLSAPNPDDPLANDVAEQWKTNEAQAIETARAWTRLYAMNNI
The depositor's hits bear a star; / = not tested or not shown.

Structure | CCR6 antagonist | CXCR6 block | Jurkat NFkB inh | Gli-Sufu antag | 697 NFkB inh | EBI2 block | APJ antagonist | UBC13 polyUb
O=C(O)CSc1ccc(Oc2ccc(SCC(=O)O)cc2)cc1 | 6 | -5 | 15 | 3 | 1 | -5 | 1 | 4
CCCc1cc(-c2n[nH]c(=S)n2CC)c2ccccc2n1 | -8 | -1 | 1 | 8 | 5 | -7 | -13 | -8
CCc1ccc(C(=O)Nc2ccc(C)c(NS(C)(=O)=O)c2)cc1 | -10 | -8 | -19 | -18 | -41 | 0 | -24 | -2
COc1ccc(OC)c2[nH]c(=O)c(CCNC(=O)c3ccc(S(=O)(=O)N(C)C)cc3)cc12 | -9 | -1 | 7 | -20 | 14 | -2 | 8 | -6
CCCC12CN3CC(CCC)(CN(C1)C3c1ccco1)C2=O (stereo unspecified) | 11 | -6 | 0 | 6 | 10 | 9 | 18 | 21
Cn1ccc(C(=O)Nc2sc3c(c2C(N)=O)CCCCC3)n1 | 6 | -3 | -76 | 4 | -69 | 0 | 13 | -9
C/C(CC(=O)NC(C)c1ccccc1)=N\NC(N)=S (stereo unspecified) | 4 | 9 | 9 | 9 | 12 | 0 | 11 | 5
COc1ccccc1-n1cc(C(=O)c2cc(Cl)ccc2O)cc(C#N)c1=O | 13 | 11 | 4 | 1 | 10 | -9 | -54 | -6
COc1ccc(CNC(=O)[C@H](C)N2C(=O)N3CCc4c([nH]c5ccccc45)[C@@]3(C)C2=O)cc1OC | 9 | -10 | 14 | 3 | -10 | 2 | -62 | 6
Cn1c(=O)oc2cc(S(=O)(=O)N3CCC(C(=O)NCc4ccccc4)CC3)ccc21 | 18 | -2 | -5 | -3 | 21 | 3 | -3 | -4
Cc1ccc(S(=O)(=O)N(C)C)cc1NC(=O)CSc1nnc(C2CC2)n1C1CC1 | 6 | 4 | 2 | 1 | -3 | 0 | 0 | -5
O=C(c1ccccc1)n1c(=O)cc[nH]c1=O | -2 | 5 | 1 | -16 | 1 | 1 | -1 | -10
CCOc1ccc2oc(C(=O)OCC(=O)NC3CCCC3)c(C)c2c1 | 3 | 6 | -20 | -3 | 10 | 11 | 14 | 13
Cc1cc(C)cc(N2CCN(C(=O)N3CCOCC3)CC2)c1 | -2 | 2 | -3 | 5 | 15 | 5 | 8 | 0
CCCCN(CC)CCNC(=O)c1cn(CCOC)c(=O)c2c1c1ccccc1n2C | 5 | 7 | -23 | 16 | -8 | -8 | 2 | 8
Cc1ccc(NC(=O)N2CCN(C(=O)c3ccco3)CC2)cc1Cl | 8 | -3 | 10 | 9 | -19 | 16 | 3 | -10
N#CCCc1cccc(CCC#N)c1 | -5 | 4 | -5 | -9 | 14 | -5 | -26 | -13
CCCCn1c(N)c(N(CC(C)C)C(=O)CN2C(=O)C3CCCCC3C2=O)c(=O)[nH]c1=O (stereo unspecified) | -6 | -4 | 19 | -4 | 31 | -7 | 16 | 3
COc1ccc(C(C(=O)NCC2CCCO2)N(C(=O)c2snc(C(N)=O)c2N)c2ccc(C)cc2)cc1OC (stereo unspecified) | -5 | 4 | -11 | -13 | 10 | 7 | 6 | 20
Cc1cccc(C(=O)OCC(=O)c2c(C)[nH]c3ccccc23)c1O | -19 | -37 | -57 | -19 | -29 | 22 | -13 | 5
COc1ccccc1CC(=O)NNS(=O)(=O)c1ccccc1[N+](=O)[O-] | -4 | -14 | -6 | 1 | 0 | -16 | 3 | 5
COc1cccc(NC(=O)C(=O)NCC(c2ccco2)N2CCc3ccccc3C2)c1 (stereo unspecified) | 5 | 8 | 14 | 5 | 5 | 9 | 26 | 0
O=C(Nc1ccc(Cl)cc1)C1C2C=CC3(O2)C1C(=O)N(CCCN1CCCCC1)C3C(=O)NC1CCCCC1 (stereo unspecified) | -7 | -3 | -8 | -6 | 2 | -10 | 15 | 8
CCC(=O)Nc1c(C)n[nH]c1C | -12 | -5 | 14 | -5 | -5 | -4 | 3 | -4
Cc1cc(SCC(=O)OCC(=O)N(C)C2CCS(=O)(=O)C2)c(C)cc1Br (stereo unspecified) | 0 | 5 | -6 | -12 | -17 | -2 | 0 | -5
Cc1nc2cc(NC(=O)NCc3ccco3)ccc2n1C | -8 | -7 | -9 | -20 | -21 | 1 | 4 | -2
O=C(NC(=S)Nc1ccccc1[N+](=O)[O-])c1cncc(Br)c1 | 40 | 13 | 9 | -3 | -8 | -17 | 31 | 8
O=C(COC(=O)CCc1ccccc1)NC(c1ccccc1)c1ccccc1 | 25 | 9 | -7 | -6 | -8 | 31 | -1 | 14
CCn1cc(C(=O)NC2CCCCCC2)c2cc(OC)c(OC)cc2c1=O | 7 | -6 | 4 | -1 | 7 | -1 | 6 | 0
Cc1ccccc1OCC(=O)N(Cc1nc(-c2ccccc2)no1)C(C)C | 16 | 6 | -12 | 1 | 5 | 6 | 9 | -1
Cn1ncc2c(NNC(=O)Cc3ccccc3)ncnc21 | 8 | 8 | 0 | -4 | -12 | -10 | -3 | -7
C/C(CC(=O)Nc1cc(C)ccn1)=N\NC(=O)c1ccccc1C | 2 | -8 | -5 | / | 21 | -2 | 1 | -6
CC(CNC(=O)c1ccccc1[N+](=O)[O-])NC(=O)c1ccccc1[N+](=O)[O-] (stereo unspecified) | 8 | 0 | 6 | 5 | 1 | -2 | 9 | -1
CC1=C(C(=O)NC2CCC(C)CC2)C2(CCC(C)CC2)OC1=O (stereo unspecified) | -7 | -6 | 9 | -3 | 2 | -11 | -4 | -3
CCN(CC)CCC/C(=N\O)C(O)(c1ccccc1)c1ccccc1 | -2 | 3 | -6 | 12 | 1 | -3 | 1 | 4
COc1ccc(S(=O)(=O)NNC(=O)c2ccc([N+](=O)[O-])cc2)cc1 | 8 | 2 | -4 | 0 | -18 | -4 | -18 | -8
O=C1NCCN1Cc1ccccc1F | -4 | 6 | 22 | 0 | 21 | -1 | -10 | 0
CCN(CC)S(=O)(=O)c1cccc(C(=O)N/N=C/c2ccc([N+](=O)[O-])o2)c1 | -4 | -2 | -7 | -21 | 7 | -2 | -33 | -19
Cc1cccc(C2=NN(c3ccccc3)[C@H](CO)[C@H]2c2ccc(F)cc2)c1 | 1 | 4 | / | 4 | -17 | 25 | / | /
COc1cc(/C=C/C(=O)Oc2coc(CSc3ncccn3)cc2=O)cc(OC)c1OC | -4 | 1 | -1 | -4 | 13 | -2 | -6 | 17
COc1cc(OC)cc(C(=O)NCc2ccc3c(c2)cc(C)n3C)c1 | 2 | 14 | 9 | -2 | 8 | 9 | -30 | 10
C/C=C(\C)C(=O)OC(C)(C)[C@H]1Cc2cc3ccc(=O)oc3cc2O1 | 14 | -4 | 25 | / | 7 | 3 | 3 | 7
C=C1CCN([C@@H](CC(C)C)C(=O)N2CCCC2)S(=O)(=O)c2ccccc21 | -10 | -2 | 8 | 0 | 15 | 14 | -39 | 4
Cc1cccc(C(OC(=O)c2ccco2)C(=O)NCc2ccccc2)n1 (stereo unspecified) | -7 | 0 | 8 | -4 | 1 | -1 | 8 | -2
COc1ccc(CCNC(=O)CCCCCN2C(=O)[C@@H]3Cc4ccccc4CN3C2=O)cc1OC | 11 | 5 | 4 | -11 | -16 | -6 | 27 | 1
CSc1cccc(NC(=O)CCCOc2ccccc2)c1 | 9 | 6 | 4 | -7 | 12 | -5 | 5 | 19
COCCN(CC1CCCN(C2Cc3ccccc3C2)C1)C(=O)CCC(C)=O (stereo unspecified) | -9 | 4 | -13 | 13 | -3 | -6 | -24 | -2
CSc1ncc(Cl)c(C(=O)Nc2ccccc2C)n1 | 8 | 0 | -4 | 21 | 13 | -4 | 7 | -1
CC(/C=N/NC(=O)Cc1cccs1)=C\c1ccco1 | 1 | 4 | -8 | -11 | -8 | 5 | -23 | -4
Clc1ccc2nc(COc3ccccc3)[nH]c2c1 | 10 | -12 | -7 | -49 | -70 | 19 | -15 | 2
O=S(=O)(CCN1CCCCC1)Oc1ccc(Cl)cc1Cl | -1 | -8 | -3 | 1 | 3 | 6 | 4 | 8
CC(=O)c1ccc(N(C(=O)CNC(=O)c2ccco2)C(C(=O)NC2CCCC2)c2ccncc2)cc1 (stereo unspecified) | 1 | -5 | 0 | -26 | 23 | 6 | 12 | 2
COc1ccc(NS(=O)(=O)c2ccc(/C=C/C(=O)O)cc2)cc1S(=O)(=O)N1CCOCC1 | -2 | 2 | 1 | 9 | 8 | -1 | -7 | -12
CC1Cc2ccccc2N1C(=O)CSc1nccc(=O)[nH]1 (stereo unspecified) | 2 | -1 | -3 | 5 | 12 | -14 | -8 | 2
Cc1ccc(S(C)(=O)=NS(=O)(=O)c2cccc3nsnc23)cc1 (stereo unspecified) | -6 | 5 | -1 | 1 | -1 | -8 | -4 | -10
CCCCC(=O)Nc1cccc2c1C(=O)N(c1ccccc1)C2=O | 12 | -10 | 2 | -1 | 13 | 10 | 3 | 3
COCCNC(=O)c1cc(-c2ccccc2)nn1CC1CC(c2cccnc2)=NO1 (stereo unspecified) | -4 | -1 | 0 | 3 | 12 | 3 | 17 | 4
CC(=O)NC(CC(=O)NCCCn1ccc2ccccc21)c1ccccc1 (stereo unspecified) | -5 | 4 | 7 | -14 | 11 | -1 | 3 | 2
O=C(NCc1cccnc1)c1ccc(NC(=O)c2ccc(Br)cc2)cc1 | 4 | 0 | 9 | 23 | 1 | -4 | 15 | 2
C/C=C/C(=O)OCc1csc(CC(=O)Nc2ccccc2C)n1 | -2 | 5 | -5 | -2 | -5 | 0 | -37 | -3

Further records follow.
Structure | CCR6 antagonist | CXCR6 block | Jurkat NFkB inh | Gli-Sufu antag | 697 NFkB inh | EBI2 block | APJ antagonist | UBC13 polyUb
FC(F)(F)c1ccc(Oc2ccc3cc(Br)ccc3c2)nc1 | 7 | -10 | -2 | -12 | 1 | 84* | 2 | 7
COCCNCc1ccc(Cl)cc1Cl | 20 | -1 | -8 | -9 | -10 | -10 | 13 | -8
Cc1cc(C)nc(N(C#N)C(C)C(=O)N(C)C)n1 (stereo unspecified) | 12 | -12 | 12 | -4 | 24 | 5 | -19 | 19
Cc1nn(CCc2n[nH]c(=S)n2-c2ccc(F)c(Cl)c2)c(C)c1[N+](=O)[O-] | 3 | 4 | 0 | 10 | 3 | -8 | -5 | -9
OCc1ccccc1CNCc1ccccc1 | -36 | -2 | -8 | 4 | -1 | 3 | 10 | 0
O=C(Nc1cc(SCCO)cc([N+](=O)[O-])c1)c1ccc(Br)o1 | 13 | 6 | -13 | 16 | -20 | 10 | 16 | -3
COc1ccccc1C(c1nnnn1C(C)C)N1CCN(C(=O)c2ccco2)CC1 (stereo unspecified) | 17 | 0 | -5 | 27 | 10 | -5 | -7 | 4
CN1C(=O)N(CC(=O)Nc2cccc(S(=O)(=O)N(C)c3ccccc3)c2)C(=O)C12CCCCC2 | 8 | 2 | 10 | 6 | -13 | -3 | -34 | -2
CN(C)CCCNC(=O)C[C@H]1C[C@H](C(=O)N2CCCCC2)[C@@]2(CCc3ccccc3)c3[nH]c4ccc(Cl)cc4c3CCN2C1=O | 24 | -5 | / | -6 | 7 | -4 | / | /
COc1ccc(-n2nc(C(=O)NCC(=O)N3CCN(c4ccccc4OC)CC3)c3ccccc3c2=O)c(OC)c1 | 12 | -9 | -16 | -45 | -46 | 1 | 13 | -3

3 compounds out of the list, sorted by length of the SMILES, descending.
Structure | CCR6 antagonist | CXCR6 block | Jurkat NFkB inh | Gli-Sufu antag | 697 NFkB inh | EBI2 block | APJ antagonist | UBC13 polyUb
CN(C)CCCNC(=O)C[C@H]1C[C@H](C(=O)N2CCCCC2)[C@@]2(CCc3ccccc3)c3[nH]c4ccc(Cl)cc4c3CCN2C1=O | 24 | -5 | / | -6 | 7 | -4 | / | /
CN1C(=O)N(CC(=O)Nc2cccc(S(=O)(=O)N(C)c3ccccc3)c2)C(=O)C12CCCCC2 | 8 | 2 | 10 | 6 | -13 | -3 | -34 | -2
Cc1cc(C)nc(N(C#N)C(C)C(=O)N(C)C)n1 (stereo unspecified) | 12 | -12 | 12 | -4 | 24 | 5 | -19 | 19

Bioassay records as filed in PubChem BioAssay.
